3T3 cytotox = Cytotoxic Profiling in NIH 3T3 Cell Line of Diverse Libraries Using Quantitative High-Throughput Screening; NIH 3T3 viability, CellTiter-Glo ATP luminescence, 48-72 h; Potency, µM (doses to about 96.7 µM), for inactives: at the highest dose activity change, negative = cytotoxicity, actives largely listed as inhibitors; actives 4.3% (n = 94,000); AID 1345082, 2018; also: potency is read from the fitted curve at half-maximal effect; nearly all actives have a fitted effect of over 55% in size
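First NIH 3T3 cells are plated at 400 cells/well; next compound is pinned in; then plates incubate 48 or 72 hr at 37 °C; finally CellTiter-Glo is added and luminescence read after 10 min.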
FLuc inh = Firefly luciferase inhibition profiling of diverse chemical library using quantitative high-throughput screening | actives 2.5% (n = 76,000) | Potency, µM (titrated, usually from 115 µM), without a hit: top-dose activity change, negative = inhibition, usual class: inhibitors | Luciferin 4-monooxygenase (Photinus pyralis), P08659 | purified P. pyralis luciferase, luminescence, biochemical; also: potency is read from the fitted curve at half-maximal effect; nearly all actives have a fitted effect of over 65% in size
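FLuc 10nM, D-luciferin 10uM, ATP 10uM, Mg acetate 10mM, Tris acetate pH 7.5, Tween/BSA; cpd qHTS; enzyme added last; CCD luminescence.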
GPT2 inh = Primary qHTS assay for inhibitors of Glutamate pyruvate transaminase 2 (GPT2). Alanine aminotransferase 2 (Homo sapiens), Q8TD30. Recombinant GPT2, coupled pyruvate oxidase/HRP Amplex Red fluorescence. Potency, µM (series often up to 57.7 µM), inactives show top-dose activity change, negative = inhibition, actives largely listed as inhibitors. actives 0.25% (n = 100,000). AID 1671188, 2021; also: potency is read from the fitted curve at half-maximal effect; nearly all actives have a fitted effect of over 60% in size; many of its hits are not listed in these tables
Target sequence (Q8TD30 whole entry, looked up): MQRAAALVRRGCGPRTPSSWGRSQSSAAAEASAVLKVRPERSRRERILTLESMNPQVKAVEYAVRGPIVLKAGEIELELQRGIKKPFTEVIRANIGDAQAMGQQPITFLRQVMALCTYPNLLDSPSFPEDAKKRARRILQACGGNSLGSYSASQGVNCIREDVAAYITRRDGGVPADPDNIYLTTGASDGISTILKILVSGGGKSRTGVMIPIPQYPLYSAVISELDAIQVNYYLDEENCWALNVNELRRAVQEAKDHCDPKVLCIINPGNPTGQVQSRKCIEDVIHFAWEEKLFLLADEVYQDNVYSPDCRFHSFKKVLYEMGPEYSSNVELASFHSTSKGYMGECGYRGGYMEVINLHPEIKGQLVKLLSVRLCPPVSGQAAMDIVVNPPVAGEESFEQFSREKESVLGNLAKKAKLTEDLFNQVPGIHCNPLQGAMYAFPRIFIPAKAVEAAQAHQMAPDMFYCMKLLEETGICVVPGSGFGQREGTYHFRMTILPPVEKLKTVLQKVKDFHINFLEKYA
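Recombinant GPT2 (10ng/uL) with 250uM a-KG and 2mM L-alanine, 30 min at room temperature, in HEPES pH 7.5 buffer. Pyruvate detected by pyruvate oxidase/HRP/Amplex Red fluorescence after 30 min in the dark; AOA (50uM) as positive control.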
SNCA viab count = GF-AFC viability counterscreen for inhibitors of alpha-synuclein gene (SNCA) expression. HEK-293-SNCA-luc viability, GF-AFC fluorescence, 24 h. Potency, µM (titrated, usually from 57.1 µM), for inactives: at the highest dose activity change, negative = cytotoxicity, hits mostly cytotoxic. actives 0.12% (n = 150,000). AID 1671193, 2021;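 also: potency is read from the fitted curve at half-maximal effect; 0% = DMSO-treated cells and -100% = medium-only wells without cells; nearly all actives have a fitted effect of over 30% in size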
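Cytotoxicity counterscreen: after 24 h compound treatment of genome-edited SNCA-luciferase HEK-293 cells, live-cell protease substrate GF-AFC read by fluorescence after 30 min; activity scaled between DMSO (0%) and medium-only (-100%), curves Hill-fitted.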
HEK293 tox = Cytotoxic Profiling in HEK 293 Cell Line of Diverse Libraries Using Quantitative High-Throughput Screening; actives 6.6% (n = 94,000); AID 1345083, 2018; HEK 293 viability, ATP luminescence (CellTiter-Glo), 48-72 h; Potency, µM (series often up to 115 µM), for inactives: top-dose activity change, negative = cytotoxicity, usual class: inhibitors; also: potency is read from the fitted curve at half-maximal effect; nearly all actives have a fitted effect of over 60% in size
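Read-out: CellTiter-Glo ATP luminescence. Cells: HEK 293, 250 cells/well. Exposure: 48 or 72 hr, 37 degree Celsius.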
IP6K1 inhibitor = Primary qHTS assay for small molecule inhibitors of Inositol hexaphosphate kinase 1 (IP6K1). actives 0.81% (n = 140,000). activity change, % (series mostly up to about 58 µM). Inositol hexakisphosphate kinase 1 (Homo sapiens), Q92551. IP6K1 kinase, ADP-Glo luminescence, 2 h; hits give low values; in the data active = activity change below about -25%
Target sequence (Q92551 whole entry, looked up): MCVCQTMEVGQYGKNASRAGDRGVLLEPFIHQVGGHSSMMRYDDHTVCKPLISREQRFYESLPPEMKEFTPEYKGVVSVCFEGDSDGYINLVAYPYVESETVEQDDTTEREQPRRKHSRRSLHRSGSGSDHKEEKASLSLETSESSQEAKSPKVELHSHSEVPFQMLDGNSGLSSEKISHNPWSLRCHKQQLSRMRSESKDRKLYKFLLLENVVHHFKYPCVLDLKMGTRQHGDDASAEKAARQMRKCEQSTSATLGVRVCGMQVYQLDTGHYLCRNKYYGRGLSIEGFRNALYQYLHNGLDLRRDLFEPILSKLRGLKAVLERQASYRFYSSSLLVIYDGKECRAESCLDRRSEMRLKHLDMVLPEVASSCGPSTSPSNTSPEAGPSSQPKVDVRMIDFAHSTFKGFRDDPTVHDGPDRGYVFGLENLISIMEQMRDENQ
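ADP-Glo luminescence measures ADP made by human IP6K1 during a 2 h RT reaction with ATP/IP6 (mix at 1.3 mM/130 uM); top library doses 57.5 and 19.1 uM final.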
SNCA expr inhib = Primary qHTS assay for inhibitors of alpha-synuclein gene (SNCA) expression; HEK-293 SNCA-luciferase knock-in, luminescence, 24 h; Potency, µM (doses to about 57.2 µM), for the others: top-dose activity change, negative = inhibition, usual class: inhibitors; actives 0.17% (n = 140,000);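 also: potency is read from the fitted curve at half-maximal effect; plate controls were DMSO cells for no effect and cell-free wells for full effect; nearly all actives have a fitted effect of over 45% in size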
Starred values were filed as active, the others as inactive; i = inactive; u = inconclusive; x = no result given; [ ] = dose if it differs, or a comment. Unless noted, calls follow the shape of the dose curve; as a rule, active = well fitted curve in the direction sought with a large enough effect; inconclusive = small, poorly fitted or top-dose-only effect, or another doubt; inactive = no such curve, though single readings can be large; an effect the other way counts as inactive or inconclusive. Unless noted, % is scaled to controls: 0 for no effect and ±100 for the full control effect. Only part of the results is shown; rates above refer to the full screens.

SMILES	3T3 cytotox	FLuc inh	GPT2 inh	SNCA viab count	HEK293 tox	IP6K1 inhibitor	SNCA expr inhib
CC(C)CCn1c(=O)c2sccc2n2c(CCCC(=O)Nc3ccc(C(C)C)cc3)nnc12	x	x	x	-18.7%	x	30.1	20.1%
O=[S+]1([O-])NC2(CCN(CC3CC3)CC2)COc2ccccc21	1.2%	x	-11.9%	5.6%	i	15.4	-24.1%
Cn1nnc(-c2ccc(C(=O)N3CCC4(CCCO4)CC3)cc2)n1	-21.0%	3.3%	-4.0%	6.8%	-4.8%	3.6	0.2%
CCOc1ccc(NC(=O)Cn2cc(S(=O)(=O)NC)c(S(=O)(=O)NC)c2)cc1	x	x	x	1.7%	x	0.2	u
CCNC(=O)N(C1CC1)C1CCOC2(CCN(C(=O)Nc3ccccc3)CC2)C1 (stereo not given)	1.4%	-6.1%	i	0.4%	i	0.0	-3.9%
c1ccc2nc(C3=NCCN3)ccc2c1	x	x	4.9%	1.1%	x	x	7.1%
Cc1cc(Nc2ncncc2-c2nc(-c3ccccc3)no2)ccc1F	i	-1.1%	i	-3.7%	-14.4%	-18.5	-11.3%
CCN(CC)c1cc(CCC(=O)N2CCC(COC)CC2)ccn1	-1.9%	4.6%	i	-5.9%	-12.5%	-10.6	-17.3%
COc1ccc(S(=O)(=O)N2CCCCC2)cc1C(=O)Nc1cccc(C(F)(F)F)c1	x	x	x	-4.5%	x	13.1	-14.6%
Cn1nc(C(=O)N2CCCN(Cc3ccncc3)C(c3ccccc3)CC(=O)NCC2)c2ccccc21 (stereo not given)	-12.5%	-8.0%	i	-5.9%	-13.7%	1.6	-12.2%
COC[C@@H]1CN(C(=O)c2cc(C)oc2C)C[C@H]1c1ccccn1	-9.8%	-3.3%	1.9%	-12.6%	-5.4%	32.7	-21.0%
Cn1ccc(C(=O)N2CCC3(CC2)OC(=O)N(Cc2ccccc2C#N)C3(C)c2ccccc2)n1 (stereo not given)	u	6.7%	-3.8%	-2.1%	-10.7%	-1.3	-10.1%
Cc1ccc2c(c1)C(c1ccccc1)N(C(=O)COc1ccc(Cl)cc1Cl)CC(=O)N2 (stereo not given)	x	x	x	-18.0%	x	-10.5	u
CCC(=O)N1CCC(n2nccc2NC(=O)Nc2ccccc2Cl)CC1	-21.1%	5.2%	2.9%	1.3%	0.2%	9.0	-6.4%
COc1ccc(-c2[nH]c(-c3cccc(OC)c3)nc2SCC(=O)NC2CCCC2)cc1	x	x	x	u	x	13.0	u
COc1ccc(-n2nc(C)c([C@H]3C=C[C@@H](OC(=O)N[C@H](C)c4ccccc4)C3)c2C)cc1	u	-13.3%[172 µM]	-4.8%[88.5 µM]	u	14.1µM*	-2.8	-14.6%[87.6 µM]
O=S(=O)(c1cccs1)N1CCCCC1c1nc(CCOCC2CC2)no1 (stereo not given)	-37.5%	-6.1%	-12.5%	16.1%	u	11.9	1.7%
CC(=O)Nc1ccc(N(C(=O)Cn2nnc3ccccc32)C(C(=O)NCc2ccccc2)c2ccc(C)cc2)cc1 (stereo not given)	x	x	x	-11.9%	x	-10.0	5.0%
Cc1noc(-c2ccn3c(CNC(=O)c4ccc(C)c(F)c4)nnc3c2)n1	i	9.3%	i	-10.8%	i	13.2	0.2%
C[C@H]1[C@@H]2[C@@H](O)C([C@H](C)C(=O)NCc3ccco3)CC[C@@]2(C)CC[C@@H]1NC(=O)c1ccccc1 (stereo not given in full)	-26.5%	-7.9%	i	-3.7%	-10.5%	9.8	-1.5%
CCCCCCN1CCC2(CC1)Cc1ccccc1CNC2=O	2.9%	x	-22.6%	5.5%	-6.5%	-4.8	-16.9%
COc1ccc(C(=O)NC(C(=O)NC(C)C)C2CCN(C(=O)c3ccccc3)CC2)cc1 (stereo not given)	-10.6%	-1.3%	i	2.5%	-2.9%	1.6	2.8%
c1coc(CN[C@H]2CO[C@H]3[C@@H]2OC[C@@H]3n2nnnc2Oc2ccc(-n3cncn3)cc2)c1	0.8%	7.9%	-12.0%	-5.1%	i	8.4	-19.3%
O=C(Nc1ccc(N2C(=O)[C@@H]3[C@H](C2=O)[C@@H]2C=C[C@H]3C2)c(Cl)c1)c1ccccn1	x	x	i	3.6%	x	-7.4	x
O=C([C@@H]1C[C@H](Oc2cccnc2)CN1C(=O)Cc1cccc(F)c1)N1CCOCC1	u	-13.4%	-0.9%	-11.6%	u	10.3	8.6%
c1ccc(CNC[C@H]2Cn3c(-c4ccccc4)cnc3CO2)cc1	-34.6%[174 µM]	-14.9%[172 µM]	-36.1%[88.5 µM]	6.0%[87.6 µM]	u	-3.8	-11.8%[87.6 µM]
CCCNC(=O)N1CCC(c2noc(COc3ccc(C)cc3)n2)CC1	-29.9%	-7.0%	i	4.2%	u	3.8	-19.1%
CCOC(=O)c1ccc(NC(=O)Nc2ccc3snnc3c2)cc1	x	x	x	-0.3%	x	3.5	0.2%
COCCNC(=O)Cn1c(=O)n(-c2ccc(C)c(C)c2)c(=O)c2c3c(sc21)CCCCC3	x	x	x	0.4%	x	-7.9	-11.5%
Cc1ccc(NC(=O)Cn2nc(C)n3cccc3c2=O)c(C)c1	x	x	x	-5.4%	x	1.4	10.0%

Some of the entries above in another layout:
Every second line gives: 3T3 cytotox, FLuc inh, GPT2 inh, SNCA viab count, HEK293 tox, IP6K1 inhibitor, SNCA expr inhib
CC(C)CCn1c(=O)c2sccc2n2c(CCCC(=O)Nc3ccc(C(C)C)cc3)nnc12
 : x, x, x, -18.7%, x, 30.1, 20.1%
O=[S+]1([O-])NC2(CCN(CC3CC3)CC2)COc2ccccc21
 : 1.2%, x, -11.9%, 5.6%, i, 15.4, -24.1%
Cn1nnc(-c2ccc(C(=O)N3CCC4(CCCO4)CC3)cc2)n1
 : -21.0%, 3.3%, -4.0%, 6.8%, -4.8%, 3.6, 0.2%
CCOc1ccc(NC(=O)Cn2cc(S(=O)(=O)NC)c(S(=O)(=O)NC)c2)cc1
 : x, x, x, 1.7%, x, 0.2, u
CCNC(=O)N(C1CC1)C1CCOC2(CCN(C(=O)Nc3ccccc3)CC2)C1 (stereo not given)
 : 1.4%, -6.1%, i, 0.4%, i, 0.0, -3.9%
c1ccc2nc(C3=NCCN3)ccc2c1
 : x, x, 4.9%, 1.1%, x, x, 7.1%
Cc1cc(Nc2ncncc2-c2nc(-c3ccccc3)no2)ccc1F
 : i, -1.1%, i, -3.7%, -14.4%, -18.5, -11.3%
CCN(CC)c1cc(CCC(=O)N2CCC(COC)CC2)ccn1
 : -1.9%, 4.6%, i, -5.9%, -12.5%, -10.6, -17.3%
COc1ccc(S(=O)(=O)N2CCCCC2)cc1C(=O)Nc1cccc(C(F)(F)F)c1
 : x, x, x, -4.5%, x, 13.1, -14.6%
Cn1nc(C(=O)N2CCCN(Cc3ccncc3)C(c3ccccc3)CC(=O)NCC2)c2ccccc21 (stereo not given)
 : -12.5%, -8.0%, i, -5.9%, -13.7%, 1.6, -12.2%
COC[C@@H]1CN(C(=O)c2cc(C)oc2C)C[C@H]1c1ccccn1
 : -9.8%, -3.3%, 1.9%, -12.6%, -5.4%, 32.7, -21.0%

(listing goes on)
SMILES	3T3 cytotox	FLuc inh	GPT2 inh	SNCA viab count	HEK293 tox	IP6K1 inhibitor	SNCA expr inhib
Cc1ccc2sc(N(Cc3cccnc3)C(=O)Cc3ccccc3)nc2c1C	x	x	x	6.8%	x	23.2	-25.9%
O=C1NC(=NC2CCCC2)C2(CCN(Cc3cccnc3)C2)N1c1cc(F)cc(F)c1 (stereo not given)	31.6µM*	x	-5.6%	0.3%	i	4.0	-12.9%
CC(=O)NC[C@H]1COCc2nc3cc(NC(C)=O)ccc3n21	4.4%[138 µM]	4.8%[172 µM]	-10.0%[88.5 µM]	-1.5%[87.6 µM]	i	-4.6	1.3%[87.6 µM]
Cn1ncc2c(C(=O)NCc3ccc(Cl)cc3)cc(-c3ccc(C(F)(F)F)cc3)nc21	-22.1%	x	x	x	u	-5.3	x
CN(C(=O)c1ccc2c(Cl)c3c(nc2c1)CCC3)c1ccccc1F	x	x	x	u	x	26.4	u
COCCCNC(=O)c1cn2cc(-c3cccnc3)sc2n1	u	x	2.4%	4.4%	i	5.9	15.6%
Cc1nc2cc(C(=O)N3CCN(c4ccccc4C#N)C(=O)C3)ccc2s1	-2.9%	4.6%	-3.3%	-5.5%	-18.8%	-3.0	51.2%[activator]
COC1CN(C2CCN(C(=O)c3cccs3)CC2)C12CCOCC2 (stereo not given)	-23.3%	x	i	4.2%	-2.9%	2.7	21.2%
COc1cccc(N2CCN(c3ncnc4onc(-c5ccc(F)cc5)c34)CC2)c1	x	x	x	11.6%	x	-3.6	-4.0%
N#Cc1cccc(-c2cn3cc(C(=O)NCc4ccccc4)nc3s2)c1	u	x	i	2.7%[87.6 µM]	u	27.2	-8.5%[87.6 µM]
Cc1ccc(-n2ncc3c2CCCC3NS(=O)(=O)N2CCCC2)cc1C (stereo not given)	u	u	1.2%	-12.4%	u	-8.4	94.3%[activator]
COc1cccc(CN2CCC3(COc4ccccc4C(=O)N3)C2)c1 (stereo not given)	39.8µM*	2.1%[172 µM]	3.9%[88.5 µM]	2.8%[87.6 µM]	89.1µM*	29.3	28.2%[87.6 µM]
COc1ccccc1NC(=O)C1=C(C)Nc2nc(SCc3ccccc3)nn2C1c1cccnc1 (stereo not given)	x	x	x	-3.7%	x	30.0	21.7%
C[S+](=O)([O-])N1CC2ON=C(C(=O)N3CCCC3)C2C1 (stereo not given)	i	x	-21.9%[88.5 µM]	4.8%[87.6 µM]	i	5.5	-7.0%[87.6 µM]
O=C(NCCc1ccccc1)Nc1cccc(-c2nnc3n2CCCC3)c1	-13.6%	-17.5%	3.6%	u	u	2.5	-26.8%
c1ccc(CCCN2CC[C@H](c3nnc(-c4ccccc4)o3)C2)cc1	u	2.0%[172 µM]	-12.1%[88.5 µM]	-14.0%[87.6 µM]	u	24.6	-14.1%[87.6 µM]
CCN(C(=O)CCS(=O)(=O)c1cc(Br)cc2c1N(C(=O)C1CC1)CC2)c1cccc(C)c1	x	x	x	1.2%	x	-10.7	-13.6%
COC(=O)c1cc2occc2n1Cc1nc(-c2ccccc2C)oc1C	x	x	x	3.4%	x	0.6	-15.3%
